Compound activity (PubChem BioAssay)
mIAP block: mouse IAP inhibition; purified mouse IAP, CDP-Star luminescence, 30 min; inhibition, % at 10 µM; 330,000 tested, 0.2% active; AID 2806;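 active = inhibition of at least 40% at 10 µM in the primary screen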;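 also: plate controls were DMSO with enzyme for no effect and no enzyme wells for full effect; values of inactives mirror those of a sister screen read the other way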
TIM10 inh: TIM10 yeast growth inhibition. 330,000 tested, 1.4% active. S. cerevisiae TIM10 strain growth, BacTiter-Glo luminescence, 24 h. inhibition, % at 10 µM;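 active = inhibition of 40% or more at the single tested concentration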;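 also: wild-type TIM10 isogenic control strain grown at permissive 25 °C; 0% = DMSO yeast wells and 100% = minimal medium wells without yeast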
NLRP3 yeast inh: NALP3 inhibition in yeast. Yeast reconstituted NLRP3/ASC/caspase-1, beta-gal luminescence, 24 h. inhibition, % at 10 µM. 330,000 tested, 0.39% active;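 active = inhibition of 50% or more; inactive = inhibition below 50%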;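 also: plate controls were induced DMSO wells for no effect and uninduced yeast grown without galactose for full effect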
APOBEC3G inh: blocks human APOBEC3G single-stranded DNA deamination | inhibition, % at 20 µM | 330,000 tested, 0.28% active | Q9HC16 | recombinant A3G, ssDNA deamination FAM/TAMRA fluorescence;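 active = inhibition of at least 40% at 20 µM, with no more than 30% in the related APOBEC3A deaminase screen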;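 also: plate controls were DMSO wells with A3G for no effect and wells lacking A3G enzyme for full effect; some compounds called inactive have numbers as strong as hits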
MIN6 prolif: induces beta-cell replication in MIN6 cells; MIN6 cells proliferation, ATPlite luminescence, 48 h; cells starved in 0.2% serum; 100% = growth in 10% serum; proliferation, % at 10 µM; 330,000 tested, 0.29% active; AID 2380;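 active = compounds whose signal lies at least 3.5 SD above the mean of all wells on their plate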;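 also: 0% = DMSO-treated cells in low-serum medium and 100% = 10% serum control; some compounds called inactive have numbers as strong as hits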
APOBEC3A inh: human APOBEC3A DNA deaminase inhibition; 330,000 tested, 0.41% active; P31941; inhibition, % at 20 µM; AID 493011; recombinant A3A, FAM/TAMRA ssDNA deamination fluorescence;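 active = at least 40% inhibition at 20 µM here, with at most 30% in a related deaminase screen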;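 also: plate controls were A3A with DMSO for no effect and wells lacking A3A enzyme for full effect; some results filed as inactive read as strong as hits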
Target sequence (P31941 whole entry, looked up): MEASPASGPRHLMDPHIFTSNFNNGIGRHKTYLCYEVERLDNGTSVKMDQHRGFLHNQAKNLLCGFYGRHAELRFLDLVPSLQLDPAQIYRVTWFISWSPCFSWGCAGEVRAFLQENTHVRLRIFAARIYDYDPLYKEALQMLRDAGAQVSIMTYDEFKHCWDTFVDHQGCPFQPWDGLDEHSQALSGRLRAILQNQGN
tim10-1 inh: inhibits growth of tim10-1 mutant yeast | S. cerevisiae tim10-1 ts strain growth, BacTiter-Glo, 24 h | inhibition, % at 20 µM | 330,000 tested, 2.2% active;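 active = inhibition of at least 40%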;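 also: mutant grown at 25 °C; 0% = DMSO wells with yeast and 100% = wells holding no yeast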
mIAP activ: increases mouse intestinal alkaline phosphatase activity; AID 2805; 330,000 tested, 0.24% active; muIAP, CDP-Star luminescence, 30 min; stronger effect = higher value; 1 = vehicle-only enzyme signal, 0 = enzyme-free wells; activation factor at 10 µM;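 active = activation factor of at least 2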; also: the source names both 10 and 20 µM as test concentration; values of inactives mirror those of a sister screen read the other way
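Assay system: mouse IAP enzyme; reagent: chemiluminescent substrate CDP-Star; dosing: test compounds delivered from DMSO solution; schedule: 30 min at room temperature; measured by: luminescence from enzymatic CDP-Star hydrolysis; controls: DMSO-only wells and no-enzyme negative control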
hIAP inh: blocks human intestinal alkaline phosphatase; purified IAP, CDP-Star luminescence, 30 min; 330,000 tested, 0.12% active; inhibition, % at 10 µM; P09923;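 active = inhibition reaching a set limit with compound at 10 µM in the primary screen, cut at about 35% in these data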;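 also: plate controls were DMSO wells with enzyme for no effect and no-enzyme buffer wells for full effect; values of inactives mirror those of a sister screen read the other way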
Target sequence (P09923 whole entry, looked up): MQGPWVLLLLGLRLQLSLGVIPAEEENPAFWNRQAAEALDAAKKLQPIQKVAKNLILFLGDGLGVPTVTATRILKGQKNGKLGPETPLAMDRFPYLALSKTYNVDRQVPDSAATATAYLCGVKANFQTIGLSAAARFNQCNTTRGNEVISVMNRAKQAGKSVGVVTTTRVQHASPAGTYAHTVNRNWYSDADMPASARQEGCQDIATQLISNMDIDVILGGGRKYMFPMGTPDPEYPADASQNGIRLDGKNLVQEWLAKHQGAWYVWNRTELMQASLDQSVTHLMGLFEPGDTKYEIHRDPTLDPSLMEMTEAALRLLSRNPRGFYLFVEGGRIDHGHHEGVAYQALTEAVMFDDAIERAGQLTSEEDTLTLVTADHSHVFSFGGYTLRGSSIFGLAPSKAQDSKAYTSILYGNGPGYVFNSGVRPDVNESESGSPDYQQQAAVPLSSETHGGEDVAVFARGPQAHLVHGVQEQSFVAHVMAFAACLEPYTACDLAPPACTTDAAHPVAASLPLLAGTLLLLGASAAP
Numbers without * were called inactive; x = no result given.

nr	Structure	mIAP block	TIM10 inh	NLRP3 yeast inh	APOBEC3G inh	MIN6 prolif
1	Cc1nc2c(cnn2-c2ccccc2)c(=O)n1/N=C/c1ccccc1	16	17	35	-1	5
2	O=C(COC(=O)/C=C/c1ccco1)NCc1ccc(Cl)cc1	2	-2	-5	-4	-3
3	CCN(Cc1ccncc1)C(=S)Nc1ccc(Cl)cc1	3	-5	-5	-2	-2
4	COc1ccc(C2C(C(=O)N3CCN(c4ccccc4F)CC3)c3ccccc3C(=O)N2C)cc1 (stereo not given)	-10	21	7	-7	-2
5	CCn1c(C)cc2c(c1=O)C(c1ccccc1Br)C(C#N)=C(N)O2 (stereo not given)	7	9	12	-2	-1
6	Nc1nc(N)c(N=Nc2ccc(SCC(=O)O)cc2)c(=O)[nH]1	4	5	9	10	4
7	COc1ccc([N+](=O)[O-])cc1NC(=O)C(C)NNC(=O)c1cccc([N+](=O)[O-])c1 (stereo not given)	13	-3	8	-2	-1
8	COc1ncnc(NS(=O)(=O)c2ccc(N)cc2)c1OC	2	8	16	-7	4
9	COc1ccc(CCNc2ncnc3sc(C)cc23)cc1OC	-4	-1	17	-2	-4
10	COc1ccc(-c2nnc(SCc3nnc(-c4ccc(Cl)cc4)o3)n2-c2ccccc2)cc1	2	33	3	-1	-5
11	Cc1ccc(NC(=O)Cn2c(/C=C/c3ccccc3)nc3ccccc32)cc1C	-16	5	2	-5	-6
12	COc1ccc(C(=O)N2CCN(C)C(=O)[C@@H]2C)cc1OC1CCN(C(C)C)CC1	-1	-1	10	-2	-4
13	Cc1nn(CC(=O)Nc2ccc(F)cc2)c(=O)c2ccccc12	-6	5	21	-3	-2
14	NC(=O)CSc1nnnn1-c1ccc2c(c1)OCCO2	-3	5	8	-6	-1
15	CC1(C)CC2(CCO1)C(Nc1ccccc1)=NC(=S)N2c1ccccc1 (stereo not given)	2	35	-5	-1	-5

nr	APOBEC3A inh	tim10-1 inh	mIAP activ	hIAP inh
1	-2	21	0.84	17
2	4	6	0.98	-1
3	3	24	0.97	-8
4	-3	14	1.1	-3
5	-1	13	0.93	-8
6	-6	21	0.95	-4
7	-1	-11	0.87	-8
8	-7	1	0.98	8
9	1	-13	1	-11
10	-1	22	0.97	-12
11	-3	37	1.2	-13
12	-1	-1	1	-18
13	6	3	1.1	1
14	-2	5	1	-1
15	-5	35	0.98	6

Structural class: the entries above containing fluorine.
nr	Structure	mIAP block	TIM10 inh	NLRP3 yeast inh	APOBEC3G inh	MIN6 prolif
4	COc1ccc(C2C(C(=O)N3CCN(c4ccccc4F)CC3)c3ccccc3C(=O)N2C)cc1 (stereo not given)	-10	21	7	-7	-2
13	Cc1nn(CC(=O)Nc2ccc(F)cc2)c(=O)c2ccccc12	-6	5	21	-3	-2

nr	APOBEC3A inh	tim10-1 inh	mIAP activ	hIAP inh
4	-3	14	1.1	-3
13	6	3	1.1	1

Further records:
nr	Structure	mIAP block	TIM10 inh	NLRP3 yeast inh	APOBEC3G inh	MIN6 prolif
16	Cc1nnc(SCC(=O)N2CCC(c3noc4ccc(F)cc34)CC2)s1	0	37	12	-2	6
17	O=C(O)/C(=C\c1ccc(Cl)cc1)c1ccc(S(=O)(=O)N2CCCC2)s1	-1	8	3	6	-2
18	CCN(CC(=O)Nc1ccccc1OC)C(=O)CN1C(=O)NC2(CCCC2)C1=O	11	0	17	-6	0
19	COC(=O)C1=C(C(=O)OC)[C@@H]2Nc3ccccc3[C@@]23C[C@@H](C(=O)OC)N(C(=O)c2cc(C)oc2C)C3=N1	-17	9	-15	-3	-1
20	CCOC(=O)c1cc(-c2ccccc2)n(CCC(=O)N2CCN(c3ccccc3OC)CC2)c1C	7	22	2	-9	2
21	COC(=O)c1ccccc1NC(=O)C(C)NS(=O)(=O)c1ccc(OC)cc1 (stereo not given)	-5	11	11	-5	0
22	Cc1nc([N+](=O)[O-])c(C(=O)OCc2ccccc2C#N)n1C	0	0	8	0	3
23	Cc1ccc(S(=O)(=O)NCCCOC(=O)Nc2ccncc2)cc1	5	-1	3	-1	0
24	CN(C)CCN1C(=O)C(O)=C(C(=O)c2cc3ccccc3o2)C1c1ccccn1 (stereo not given)	2	5	3	-4	-2
25	CCN(CC)S(=O)(=O)c1ccc(S(=O)(=O)Nc2ccc3c(c2)oc2ccccc23)cc1	13	15	-2	-6	-6
26	Cc1ccc(S(=O)(=O)N(C)CC(=O)NCC(c2ccco2)N(C)C)cc1 (stereo not given)	4	3	8	-7	4
27	Cc1ccccc1Cn1c(C)nc2ccccc21	-9	21	-4	9	-6
28	Cc1nc(NC(=O)CSc2nnc(Cn3nnc4ccccc43)n2C)sc1C	-2	0	-21	-10	0
29	CCOC(=O)c1ccccc1NC(=O)CSc1nc2[nH]ncc2c(=O)[nH]1	-2	8	8	-3	-1
30	CC(C)Oc1ccc(OCCn2c(S(=O)(=O)O)nc3c(N)ncnc32)cc1	-2	-3	9	-2	2

nr	APOBEC3A inh	tim10-1 inh	mIAP activ	hIAP inh
16	1	34	1	13
17	29	2	1	-1
18	0	-14	0.89	6
19	-1	8	1.2	-3
20	-6	31	0.93	2
21	-4	13	1.1	17
22	1	1	1	-5
23	2	-6	0.95	8
24	-1	-3	0.98	32
25	1	31	0.87	-3
26	-4	-16	0.96	-6
27	8	21	1.1	-1
28	-2	9	1	-6
29	0	1	1	14
30	3	11	1	-27

Results in sequence from above.
Compounds 21 to 25 in tim10-1 inh read 13, 1, -6, -3, 31
Compounds 21 to 25 in hIAP inh read 17, -5, 8, 32, -3
Compounds 21 to 25 in NLRP3 yeast inh read 11, 8, 3, 3, -2

Taken from above:
TIM10 inh result of entry 22 stands at 0
tim10-1 inh result of entry 24 stands at -3
MIN6 prolif result of entry 25 stands at -6
mIAP activ result of entry 26 stands at 0.96

Other results
nr	Structure	mIAP block	TIM10 inh	NLRP3 yeast inh	APOBEC3G inh	MIN6 prolif
31	CC1(C)Cc2c(C#N)c(NCCCO)nc(-c3ccccc3)c2CO1	-14	-49	17	-2	3
32	COc1cccc(CN2CC(C(=O)N(C)Cc3nc4ccc(F)cc4[nH]3)CCC2=O)c1 (stereo not given)	-5	-7	16	-6	-3
33	CCCCOc1ccc(CSCCNC(=S)Nc2ccccc2)cc1	-84	42*	54*	-4	-3
34	COC(=O)N(NC(=O)C(O)(CCC(C)C)CCC(C)C)c1ccccc1	-8	31	20	-7	4
35	COC(=O)c1sc2ncccc2c1OCc1c(Cl)cccc1Cl	4	1	-1	-5	-1
36	COc1ccc(-n2nc(C(=O)NCC(=O)NCc3ccco3)c3ccccc3c2=O)cc1	2	3	2	2	-3
37	CCN(CC)C(=O)[C@H]1C[C@H](CC(=O)NCc2ccc(OC)c(OC)c2)C(=O)N2CCc3c([nH]c4ccc(Cl)cc34)[C@]12C	-17	3	x	5	x
38	O=C(c1ccncc1)c1ccc(NC(=O)c2cccs2)cc1	-3	24	-10	-7	-2
39	O=C(c1cccs1)N1CCc2c([nH]c3ccccc23)C1c1ccc(Cl)cc1 (stereo not given)	-35	9	17	-3	-4
40	Cc1ccc(S(=O)(=O)Nc2cccc(C(=O)NCc3cccnc3)c2)cc1F	-5	-2	21	-6	-2
41	CN(C)CC(O)CN1C(=O)NC(C)(C)C1=O (stereo not given)	4	-4	3	-8	-4
42	COc1ccc(N2CCN(CC(O)COCc3ccccc3)CC2)cc1 (stereo not given)	4	1	10	-7	-2
43	COCC(=O)Nc1cc(Cl)c(OC)cc1OC	-3	13	3	-7	-1
44	CCOC(=O)c1c(N)sc(C(N)=O)c1C	-4	5	5	-2	-3
45	COC(=O)COc1ccc(-c2ccccc2)cc1C=O	5	73*	16	7	-5

nr	APOBEC3A inh	tim10-1 inh	mIAP activ	hIAP inh
31	-3	9	1.1	-27
32	-7	1	1	-13
33	-4	33	1.8	-11
34	-1	17	1.1	26
35	-2	29	0.96	6
36	3	11	0.98	6
37	6	15	1.2	x
38	-2	-21	1	3
39	0	0	1.4	-3
40	-2	9	1	0
41	-8	9	0.96	-14
42	1	6	0.96	3
43	-2	9	1	-2
44	-4	3	1	1
45	-6	66*	0.95	14

Next section
nr	Structure	mIAP block	TIM10 inh	NLRP3 yeast inh	APOBEC3G inh	MIN6 prolif
46	CCn1c(CNc2ccc(OC)cc2)nnc1SCC(=O)N1CCCc2ccccc21	-2	14	-9	-3	-1
47	Cc1cccc(C(=O)OCC(=O)NC(C)CCc2ccccc2)c1O (stereo not given)	-11	-5	18	-2	-3
48	COC1C(C)=C(C)C(=O)N1Cc1ccc(F)cc1 (stereo not given)	-3	-1	6	-3	-4
49	CNC1(C)[C@H]2CC[C@H](C2)C1(C)C (stereo not given in full)	-2	-8	-14	-5	-3
50	COc1ccccc1C(=O)COC(=O)Cc1ccccc1F	-4	14	29	-1	0
51	Cc1nnc(-c2cnn(-c3ccccc3)c2N)n1Cc1ccccc1	4	-3	1	-6	0
52	CC(C)C[C@@H](CO)N1CCN(C)CCC1=O	2	-6	12	-10	6
53	O=C(c1cccc(S(=O)(=O)N2CCCC2)c1)N1CCOCC1	0	-2	6	-7	-1
54	Cn1c(C(N)=O)cnc1Sc1ncc(C(F)(F)F)cc1Cl	8	14	9	12	-5
55	Cc1ccccc1OCC(=O)NS(=O)(=O)c1ccc(Cl)cc1	-1	-4	6	-6	-1
56	CCOC(=O)c1ccccc1NC(=O)COC(=O)CN1C(=O)C2CC=CCC2C1=O (stereo not given)	-3	11	8	-1	-1
57	Cc1ccc(NC(=O)CN2C(=O)NC3(CCCc4ccccc43)C2=O)c(Cl)c1 (stereo not given)	5	1	4	-8	-2
58	COc1ccc(C)cc1S(=O)(=O)NC(C)C(=O)Nc1ccc2c(c1)OCO2 (stereo not given)	0	4	11	-3	2
59	COC(=O)c1c(NS(=O)(=O)Cc2ccccc2)sc2c1CCCC2	15	21	-11	4	-4
60	CCN(c1ccccc1)c1nc(=O)c2cccnc2s1	3	15	7	-12	-2
61	Cn1c(N)c(C(=O)CSc2nnc3n2CCCCC3)c(=O)n(C)c1=O	-5	5	12	-8	1
62	Cc1ccc(OCCC(=O)OCC(=O)Nc2c(C)nn(-c3ccccc3)c2C)cc1	-1	9	9	16	0

nr	APOBEC3A inh	tim10-1 inh	mIAP activ	hIAP inh
46	-1	16	1	1
47	-1	-3	1.1	13
48	-1	-18	1	10
49	-4	7	1	0
50	1	19	1	-4
51	-3	3	0.96	17
52	-3	-27	0.98	1
53	-4	-5	1	2
54	-4	19	0.92	-1
55	-5	4	1	-38
56	8	10	1	-4
57	-5	13	0.95	-16
58	1	0	0.99	-2
59	-3	23	0.85	5
60	-8	4	0.97	12
61	-5	6	1.1	0
62	32	37	1	-18

Entries of single compounds, quoted from the list. Values in the order: mIAP block	TIM10 inh	NLRP3 yeast inh	APOBEC3G inh	MIN6 prolif	APOBEC3A inh	tim10-1 inh	mIAP activ	hIAP inh
Listed for `CCN(c1ccccc1)c1nc(=O)c2cccnc2s1` = 3	15	7	-12	-2	-8	4	0.97	12
Listed for `O=C(c1cccc(S(=O)(=O)N2CCCC2)c1)N1CCOCC1` = 0	-2	6	-7	-1	-4	-5	1	2
